Compound activity from PubChem BioAssay.
S3 lipid droplet = qHTS Assay for Lipid Storage Modulators in Drosophila S3 Cells. AID 2685. lipid storage change, negative = inhibition, % at the top dose, mostly 46.1 µM; hits show Potency in µM. Drosophila S3 cells, BODIPY lipid droplet fluorescence, 18-24 h; cells fed with added oleic acid. 320,000 compounds, 0.64% hits; active means well fitted inhibition curve with a large enough effect in the signal ratio, with a control signal flat, not every such curve was filed as active; inconclusive means small, poorly fitted or top-dose-only effect, or effect the other way, or a change in a side signal; the % refers to the signal ratio
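Drosophila S3 cells loaded with oleic acid (400 uM, as added) and compounds at several concentrations; lipid droplets imaged by 488-nm laser-scanning cytometry, 500–530 nm intensity and object ratio to cell channel. Percent activity normalized to 20 uM Triacsin C.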
S3 lipid droplet cell count max = second read-out of S3 lipid droplet, no call of its own (marks repeat the call); cell number change, %; measured here: cell count max response;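 cells counted by Cell Tracker Red CMTPX staining in the red channel; peak over a dose series mostly up to 46.1 µM; percent activity relative to internal control wells on each plate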
Active calls of the source: *; i = inactive; ? = inconclusive; . = no result given; [ ] = dose if it differs, or a comment. On the % scale 0 is the no-effect control and ±100 the full control effect; potency means the concentration at half of the fitted maximal effect. An excerpt. The share of hits here may be higher or lower than overall.

SMILES	S3 lipid droplet	S3 lipid droplet cell count max
CCOc1ccc(CNC(=O)Nc2ccccc2)cc1	6%	7
Cc1ccc(-c2csc(N3CCC(C(N)=O)CC3)n2)cc1	?	.
O=C(NCC1CCCO1)c1ccc(S(=O)(=O)N2CCCCC2)cc1 (stereo not drawn)	?	.
CCn1c(SCC(=O)Nc2nccs2)nnc1-c1ccc(S(=O)(=O)N2CCCCCC2)cc1	?	.
Cc1c(Br)c([N+](=O)[O-])nn1CC(=O)c1ccccc1	?	.
CSc1ccccc1NC(=O)c1cccnc1	22%	.
COc1ccc(-c2cc(C(F)(F)F)nc(SCC(=O)Nc3cc(C)on3)n2)cc1OC	7%	-16
CCC(=O)N1c2ccc(S(=O)(=O)N3CCN(CC)CC3)cc2CC1C (stereo not drawn)	i	6
CC[N+](CC)(CC=C(C)C)CC(=O)OC	?	.
Oc1cccc(C=NCc2ccccc2)c1O	?	.

4 compounds drawn at random from those above, as already listed:
SMILES	S3 lipid droplet	S3 lipid droplet cell count max
CC[N+](CC)(CC=C(C)C)CC(=O)OC	?	.
COc1ccc(-c2cc(C(F)(F)F)nc(SCC(=O)Nc3cc(C)on3)n2)cc1OC	7%	-16
Cc1ccc(-c2csc(N3CCC(C(N)=O)CC3)n2)cc1	?	.
O=C(NCC1CCCO1)c1ccc(S(=O)(=O)N2CCCCC2)cc1 (stereo not drawn)	?	.

More entries follow:
SMILES	S3 lipid droplet	S3 lipid droplet cell count max
Cc1ccc(NC(=S)NCC2CCCO2)c(OC(F)F)c1 (stereo not drawn)	13%	4
O=C(O)c1ccc(Nc2ncnc3c2cnn3Cc2ccccc2)cc1	?	.
CC(C)OC(=O)CC1C(=O)NCCN1C(=S)NC(=O)CCc1ccccc1 (stereo not drawn)	?	.
CC(=O)Nc1ccc(/C(C)=N/NC(=O)c2ccc(CN3CCOCC3)cc2)cc1	?	.
COc1cccc(/C=C2\SC(=O)N(CCC(=O)NNC(=O)c3ccccc3Cl)C2=O)c1	0%	8
COc1ccc(NC2=NCC(=O)N2c2ccccc2F)cc1	-18%	-18
CC(C)OC(=O)/C(=C\c1ccc2c(c1)c1ccccc1n2C)NC(=O)c1ccccc1	?	.
CSc1ccc(CNc2ncc(-c3cccc([N+](=O)[O-])c3)n2C)cc1	-6%	-2
CS(=O)(=O)CC(=O)Nc1ccc2nc3n(c(=O)c2c1)CCCCC3	9%	-14
CN=c1scc(C)n1/N=C/c1cc(Br)c(O)c(OC)c1	?	.
OCCC1CN(Cc2cc(F)ccc2-n2cccn2)CCN1C1CCCC1 (stereo not drawn)	15%	4
Cc1ccc(OCC(=O)N/N=C2\CC(=O)CC(C)(C)C2)c(Br)c1	?	.
Cc1ccccc1NC(=O)CCN1CCN(Cc2ccccc2)CC1	2%	-6
Cc1oc2ccc(OCc3ccc(F)cc3)cc2c1C(=O)O	?	.
O=C(O)c1ccccc1C(=O)NNc1ccc(Cl)cc1	9%	6
COc1ccc(S(=O)(=O)N2CCCN(CC(=O)C(C)(C)C)CC2)cc1	-10%	-6
CC(C)CCNC(=O)C(=O)Nc1ccccc1	4%	.
Cn1c(=O)n(C)c2cc([N+](=O)[O-])c(N3CCN(C(=O)c4ccc(Cl)cc4)CC3)cc21	?	.
COc1cc(C=O)ccc1OC(=O)c1ccncc1	3%	-18
O=C(CNS(=O)(=O)c1ccccc1)N/N=C\c1ccc(Cl)cc1	-7%	-16

Part of the list above, with two lines to a compound.
The line under a structure holds: S3 lipid droplet, S3 lipid droplet cell count max
CS(=O)(=O)CC(=O)Nc1ccc2nc3n(c(=O)c2c1)CCCCC3
 : 9%, -14
CN=c1scc(C)n1/N=C/c1cc(Br)c(O)c(OC)c1
 : ?, .
OCCC1CN(Cc2cc(F)ccc2-n2cccn2)CCN1C1CCCC1 (stereo not drawn)
 : 15%, 4
Cc1ccc(OCC(=O)N/N=C2\CC(=O)CC(C)(C)C2)c(Br)c1
 : ?, .
Cc1ccccc1NC(=O)CCN1CCN(Cc2ccccc2)CC1
 : 2%, -6
Cc1oc2ccc(OCc3ccc(F)cc3)cc2c1C(=O)O
 : ?, .

(listing goes on)
SMILES	S3 lipid droplet	S3 lipid droplet cell count max
COc1ccc(S(=O)(=O)N2CCN(C3CCN(Cc4ccccc4)CC3)CC2)cc1	?	.
O=C(/C=C/c1ccc2c(c1)OCO2)NCc1ccncc1	?	.
Cc1nc2ccc(C(=O)N/N=C/c3cc([N+](=O)[O-])ccc3O)cc2[nH]1	?	.
COc1ccccc1NC(=O)C1CCCN(S(=O)(=O)c2ccc3[nH]c(=O)ccc3c2)C1 (stereo not drawn)	?	.
CS(=O)(=O)N1CCN(C(=O)Cc2ccc([N+](=O)[O-])cc2)CC1	?	.
COc1ccc(C2=NCCn3c2c2ccc(C(F)(F)F)cc2[n+]3[O-])cc1	?	.
O=S(=O)(NCc1c(Cl)cccc1Oc1ccccc1)c1ccccc1	13%	-1
COc1cc(C2CC(=O)N(CC(=O)NCC3CCCO3)c3ccccc3S2)cc(OC)c1OC (stereo not drawn)	0%[9.22 µM]	.
CCc1cc(Br)ccc1NC(=S)NCCc1ccccc1	i	-12
C1CNCCNCCCNCCNC1	?	.
Cc1ccc2[nH]c(=O)c(C(c3nnnn3Cc3ccccc3)N3CCc4ccccc43)cc2c1 (stereo not drawn)	?	.
O=c1c2ccccc2nc2ccc(NCc3cccs3)nn12	4%	8
O=S(=O)(Nc1c(F)cccc1F)c1ccc(Cl)nc1	?	.
CCc1sc(C(=O)NC)cc1Br	?	.
CC(C)(C)C(=O)Nc1ccccc1C(=O)NCCCn1ccnc1	i	22
COc1cccc2sc(/N=C/N(C)C)nc12	-2%	0
C=CCn1c(SCC(=O)NCC)nnc1-c1cc2c(s1)CCC(CC)C2 (stereo not drawn)	?	.
COC(=O)C1=C(N)N(c2ccc(F)cc2)C2=C(C(=O)CCC2)C1c1ccc2c(c1)OCO2 (stereo not drawn)	?	.
OCCC1CN(Cc2cc3c(cc2Cl)OCO3)CCN1C1CCCCC1 (stereo not drawn)	18%	2
COc1ccc(-c2nn(-c3ccccc3)cc2/C=N/Nc2ccccn2)cc1	?	.
O=C(Cn1nnc(-c2ccc(N3CCOCC3)cc2)n1)N1CCOCC1	-7%	-1
COc1cc(C)c(NC(=S)Nc2cccc(Cl)c2C)cc1OC	10%	3
COc1ccc(NC(=O)CCN2C(=O)c3ccncc3C2=O)cc1OC	-7%	1
COc1ccc(/C=C(/CC(=O)Nc2ccc(C)cc2)c2nc3ccccc3s2)cc1	?	.
COc1ccc(-c2nnc(N(C)C(=O)c3ccco3)s2)cc1OC	i	10
O=S(=O)(c1ccc(Cl)cc1)N1CCCCCC1	-2%	-6
CCCn1c(N)c(C(=O)CSc2nc(N)cc(=O)[nH]2)c(=O)n(C)c1=O	25%	21
CCOC(=O)C1CCN(C(=O)CSc2ccc(Br)cc2)CC1	-1%	26
C=CCn1c(N)c(C(=O)OCC(C)C)c2nc3ccccc3nc21	?	.
O=c1c2ccccc2cnn1Cc1cccc(Br)c1	18%	2
Cc1c(Cl)cccc1N(CC(=O)NC(C)c1ccccc1)S(C)(=O)=O (stereo not drawn)	-25%	0
CC(C)(C)CC(=O)Nc1nnc(SCC(=O)NC2CCCCC2)s1	?	.
COc1ccc(CCNC(=S)N2CCC(C(=O)c3ccc(F)cc3)CC2)cc1OC	?	.
Cc1ccc(C)c(N2CCN(C(=O)C3CCCCN3S(=O)(=O)c3ccc(F)cc3)CC2)c1 (stereo not drawn)	?	.
O=C(CC1(O)C(=O)Nc2ccccc21)c1ccc(-n2cccc2)cc1 (stereo not drawn)	?	.
CC(O)c1cccc(NC(=O)C2CCCCC2)c1 (stereo not drawn)	0%	-8
Cc1[nH]nc(SCC(=O)N2CCC(C)CC2)c1[N+](=O)[O-]	?	.
CCN(CC)C(=O)c1sc2nc(-c3ccc(OC)cc3)cn2c1C	11%	-12
COCCCNC(=O)CSC1=Nc2ccccc2C2=NC(CC(=O)NCc3ccccc3)C(=O)N12 (stereo not drawn)	?	.
COC(=O)c1c(NC(=O)c2nc3ncccn3n2)sc(C(=O)N(C)C)c1C	i	6
Cc1oc2c(C)c3oc(=O)c(CC(=O)N[C@@H](CC(C)C)C(=O)N[C@@H](Cc4ccccc4)C(=O)O)c(C)c3cc2c1C	?	.
CC(C)(C)NC(=O)N1CCN(S(=O)(=O)c2ccc3c(c2)CCC3)CC1	?	.
Cc1nn(-c2ccccc2)c(Cl)c1C(=O)NNC(=O)c1ccccc1O	?	.
O=C(CCC(=O)N1CCOCC1)NCCc1ccccc1	?	.
CS(=O)(=O)N(CC(=O)NCc1ccncc1)C1CCCCC1	-3%	8
Cc1cc(O)c(NC(=O)c2cccc([N+](=O)[O-])c2)cc1C	27%	.
Cc1cccc(NC(=O)CSCC(=O)N(C)Cc2c(F)cccc2Cl)c1	14%[0.0737 µM]	.
COc1ccc(C(=O)Nn2c(SCC(=O)N3CCC(C)CC3)nc3ccccc3c2=O)cc1	22%	0
Cc1ccc(S(=O)(=O)N2C(=O)CCC2C(=O)Nn2cnnc2)cc1 (stereo not drawn)	?	.
CCCN1CCN(S(=O)(=O)c2ccc3c(c2)NC(=O)C(C)C(=O)N3)CC1 (stereo not drawn)	?	.

Part of the list above in order of SMILES length, lowest first.
SMILES	S3 lipid droplet	S3 lipid droplet cell count max
O=C(CCC(=O)N1CCOCC1)NCCc1ccccc1	?	.
Cc1nn(-c2ccccc2)c(Cl)c1C(=O)NNC(=O)c1ccccc1O	?	.
CC(C)(C)NC(=O)N1CCN(S(=O)(=O)c2ccc3c(c2)CCC3)CC1	?	.

(more compounds)
SMILES	S3 lipid droplet	S3 lipid droplet cell count max
COc1ccc(S(=O)(=O)Nc2ccc(C)c(S(=O)(=O)N3CCOCC3)c2)cc1[N+](=O)[O-]	?	.
CC(Oc1ccccc1)C(=O)NC1CC(C)(C)NC(C)(C)C1 (stereo not drawn)	?	.
COc1ccc(NC(=O)C2CCC(CNC(=O)[C@@H]3Cc4ccccc4CN3)CC2)cc1 (stereo partly drawn)	i	16
O=c1oc(-c2cccs2)nc2sc3c(c12)CCC3	-1%	1
COCCn1c(SCC(=O)NC(=O)NC(C)(C)C)nc2ccccc21	?	.
CN(C)CCn1cnc2c(c1=N)C(c1ccccc1)c1ccc3ccccc3c1O2 (stereo not drawn)	11%	-6
CC1CN(CC(O)COC(c2ccccc2)c2ccccc2)CC(C)O1 (stereo not drawn)	-13%	14
O=C(CNC(=O)c1ccccn1)N=Nc1c(O)[nH]c2ccccc12	?	.
CN(CC(=O)NCc1ccco1)CC(=O)Nc1c(Cl)cccc1Cl	11%	2
Cc1cccc(C(CC(=O)NCc2ccco2)c2ccccc2)c1O (stereo not drawn)	?	.
O=c1[nH]c(CSc2nnnn2-c2ccccc2)nc2ccccc12	?	.
CC1(C)CC(=O)C=C(NCc2cccnc2)C1	?	.
O=C(CSc1cn[nH]n1)Nc1cccc(C(=O)O)c1	?	.
O=C(O)c1ccc2c(c1)C(c1ccccc1)OC2=O (stereo not drawn)	-1%	14
COc1ccc(OCC(=O)Nc2ccc(S(=O)(=O)Nc3cc(C)nc(C)n3)cc2)cc1	?	.
CCOP(=O)(OCC)C(Nc1ccc([N+](=O)[O-])cc1)c1ccc(Cl)cc1 (stereo not drawn)	?	.
O=C(NC1=C(Nc2ccc(F)cc2)C(=O)c2ccccc2C1=O)c1ccc(Cl)cc1	?	.
COc1ccc(C(=O)Nc2ccc(NS(=O)(=O)c3ccccc3)cc2)cc1OC	?	.
Cc1nnc2c(-c3ccccc3)nc3ccccc3n12	?	.
CCN(CC(=O)NCc1cccs1)C(=O)COc1cccc(C(F)(F)F)c1	-11%	-8
COc1cc(NC(=O)N2c3ccccc3Sc3ccccc32)c(C(=O)O)cc1OC	?	.
CN(C(=O)CSc1nc(O)cc(=O)n1C1CCCC1)c1ccccc1	6%	10
CCOc1ccc(NC(=O)N2CCC(n3nnc4ccccc43)CC2)cc1	-1%	-4
CC1CC1C(=O)OCC(=O)NNC(=O)c1ccc([N+](=O)[O-])cc1 (stereo not drawn)	?	.
COc1cc(CC(NC(C)=O)C(=O)NC2CCN(C(=O)C3CC3)CC2)cc(OC)c1 (stereo not drawn)	?	.
COc1ccc(NC(=O)C(=O)NCC(=O)Nc2cccc(C(F)(F)F)c2)cc1	7%	16
CCC(C)(O)c1[nH]c2ccc(C(=O)OC)cc2c1C (stereo not drawn)	17%	-14
Cc1ccc(S(=O)(=O)NCC(=O)N(CC2CCCO2)C(C(=O)NC2CCCCC2)C(C)C)cc1 (stereo not drawn)	?	.
COC(=O)Cn1c(C)c(/C=C/c2cc[n+](C)cc2)c2ccccc21	?	.
COc1ccc(C(=O)c2ccccc2Cl)cc1OC	12%	-2
CCOC(=O)Oc1ccc2c(=O)c(Oc3cccc(C)c3)coc2c1	?	.
Cc1ccc2[nH]c(C)c(CCNC(=O)C3CCCCC3C(=O)OCC(F)(F)F)c2c1 (stereo not drawn)	13%	0
COc1ccc(CCNC(=O)CS(=O)(=O)c2cn(CC(=O)N(C(C)C)C(C)C)c3ccccc23)cc1OC	-33%	-13
Cn1cc(Cl)c(C(=O)N/N=C/c2ccc3c4c(cccc24)CC3)n1	5%	-13
CC(Sc1nnnn1-c1ccc(O)cc1)C(=O)NC1CCCCC1C (stereo not drawn)	?	.
CCOC(=O)CSc1nc(C)cc(C)c1C(N)=O	3%	18
CCOc1ccccc1CNC(=O)c1ccccc1NC(=O)C1=CSCCO1	?	.
